Screening data: PubChem, several laboratories
Siah-1 displacement = Siah-1 peptide-binding antagonists, primary screen, biochemical, fluorescence polarization, rhodamine-plectin, uHTS (AID 1817); E3 ubiquitin-protein ligase SIAH1 (Homo sapiens); Siah-1 / rhodamine-plectin peptide fluorescence polarization; higher % means a stronger effect; displacement, % at 20 µM, or IC50 in µM where a hit was titrated; 0.02% of 290,000 active;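 active means displacement of at least 50% at 20 µM, with a fluorescence ratio check between 0.3 and a set limit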;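 further: plate controls were Siah plus tracer with DMSO for no effect and tracer alone without Siah for full effect; strong numbers were not always called active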
Myeloid diff 2 = induction of myeloid progenitor differentiation, primary screen, cell-based, flow cytometry, MLPCN library; ER-HoxA9 myeloid progenitors, lysozyme-GFP differentiation; 1% of 360,000 active; calls only at 10 µM;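 active means normalized GFP-positive differentiation at or above the plate's own cutoff, the solvent-only control mean plus 3 SD; inconclusive means no clear call, values can overlap the other calls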;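 further: cells exposed to compound for four days before flow analysis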
TNAP activators = human TNAP enzyme activators, primary screen, biochemical, luminescent, no phosphate acceptor, uHTS (AID 1001). Alkaline phosphatase, tissue-nonspecific isozyme (Homo sapiens). purified TNAP, luminescent activation assay, no phosphate acceptor; higher activation fold means a stronger effect. activation fold at 20 µM, or EC50 in µM where a hit was titrated. 0.03% of 200,000 active; in the data active means activation fold from about 3, or a potency from the dose series; inactive means the rest, 99 in 100 with activation fold below about 1.6; further: many of its hits are not listed in these tables
WT yeast gro inh = growth inhibition of WT strain, primary screen, mitochondrial fusion inhibitor project, WT and mutant strains, chemical genetic; mitochondrial fusion phenotypic screen; inhibition, % at 10 µM; 2.1% of 190,000 active; in the data active means inhibition above about 58%; tested in S. cerevisiae
human PMI inhibition = inhibitors of human PMI, primary screen, biochemical, fluorescence intensity, coupled assay (AID 1209). purified PMI enzyme, coupled fluorescence intensity; higher % means a stronger effect. inhibition, % at 20 µM, or IC50 in µM where a hit was titrated. 0.42% of 190,000 active;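 further: plate controls were DMSO vehicle for no effect and wells lacking substrate for full effect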
PMI inhibition = human PMI inhibitors, high substrate, primary screen, biochemical, fluorescence intensity, high mannose 6-phosphate (AID 1220); recombinant PMI enzyme, coupled fluorescence intensity; higher % means a stronger effect; inhibition, % at 20 µM; hits with a dose series show IC50 in µM; 0.66% of 190,000 active
XIAP antagonists = XIAP antagonists, biochemical, IAP family, fluorescence polarization (AID 1018); one-dose displacement, % at 20 µM; IC50 in µM for titrated hits; XIAP BIR domain, fluorescence polarization peptide displacement; higher % means a stronger effect; 0.007% of 200,000 active; in the data active means displacement above about 50%; further: a part of the inactive calls stands beside numbers as strong as those of hits
Salmonella PhoP GFP = inhibitors of PhoP regulon expression, primary screen, Salmonella Typhimurium, GFP reporter (AID 1863); S. Typhimurium PhoP-regulated promoter GFP reporter, 4 h; higher % means a stronger effect; inhibition, % at 50 µM, or IC50 in µM where a hit was titrated; 0.16% of 300,000 active;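 active means inhibition over 29.93%, a cutoff 3 SD above the screen mean, later confirmed by dose response; inconclusive means inhibition over 29.93% but no dose response follow-up; inactive means inhibition at most 29.93% or unconfirmed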;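 further: 0% = low Mg2+ inducing control and 100% = high Mg2+ repressing control; strong numbers were not always called active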
RSV antiviral HEp-2 = RSV antiviral activity via CPE protection, HEp-2 cells, primary 10 µM value included (AID 2391); HEp-2 cells, RSV-induced CPE inhibition; higher % means a stronger effect; CPE inhibition, % at 10 µM; hits with a dose series show IC50 in µM; 0.13% of 310,000 active; in the data active means a potency from the dose series; inconclusive means CPE inhibition mostly from about 23% at the one dose, without a potency; inactive means the rest, 99 in 100 with CPE inhibition below about 21%; further: strong numbers were not always called active
WT yeast gro inh mutant strain = further read-out of WT yeast gro inh, marked with its call; inhibition, %; mitochondrial fusion phenotypic screen, mutant strain inhibition
Myeloid diff 2 GFP+ MAC1+ % = also measured in Myeloid diff 2; calls as there; GFP+ MAC1+ double positive, %; measured here: differentiation confirmed by MAC1 staining
* marks the source's active call; other numbers are inactive results; i = inactive; u = inconclusive; x = not tested or not shown. Unless noted, no stated cut-off is given here; in the data, active means inhibition above about 50%; inactive means the rest.

SMILES | Siah-1 displacement | Myeloid diff 2 | Myeloid diff 2 GFP+ MAC1+ % | TNAP activators | WT yeast gro inh | WT yeast gro inh mutant strain | human PMI inhibition | PMI inhibition | XIAP antagonists | Salmonella PhoP GFP | RSV antiviral HEp-2
Cc1ccc(C(C)(C)C)c(SCC(=O)Nc2nnc(C)s2)c1 | 11% | i | 0.5 | x | x | x | x | x | x | -2% | 2.3%
CC(=O)c1cccc(N2C(=NC(=O)CCc3ccccc3)SC3CS(=O)(=O)CC32)c1 (stereo not given) | -4% | i | 0.4 | x | x | x | x | x | x | 4% | 0.6%
COC(=O)c1ccc(CSc2nncn2N)cc1 | 1% | i | 0.5 | 1.1 | -25 | 6 | 6% | 5% | -7.7% | -7% | -1.5%
O=C(O)c1ccc(S(=O)(=O)c2ccc3c(c2)C(=O)N(c2ccc(Br)cc2)C3=O)cc1 | 7% | i | 0.5 | x | x | x | x | x | x | -1% | 1.1%
CCOC(=O)Nc1ccc2c(c1)N(C(=O)CCN1CCN(CCO)CC1)c1ccccc1CC2 | 4% | i | 0.5 | 1.1 | x | x | -10% | -20% | -3.5% | 5% | -1.4%
COc1ccccc1N1C(N)=NC(N)=NC12CCCCC2 | 1% | i | 0.3 | x | x | x | x | x | x | -6% | 1.3%
Cc1sc2ncn(CC(=O)NCc3ccco3)c(=O)c2c1-c1ccc(F)cc1 | 18% | i | 0.7 | 1.1 | -10 | -9 | 3% | 9% | -6.7% | 8% | 0.7%
CCCCN(CCCC)CCCNC(=O)C12CN(Cc3ccccc3)CC1C(c1cccc([N+](=O)[O-])c1)=NO2 (stereo not given) | -4% | i | 2.8 | 0.9 | 0 | -3 | -14% | -31% | -7.9% | 4% | -1.5%
CCOC(=O)C1C(=O)NC(N2CCOCC2)=NC1c1ccco1 (stereo not given) | 1% | i | 0.4 | 1.1 | 19 | 15 | 7% | 2% | -3.7% | -3% | 1.2%
N/C(=N\OC(=O)Cc1ccccc1)c1cccc(Br)c1 | 5% | x | x | 1.2 | -2 | 11 | 6% | 4% | -1.8% | -9% | 1.5%
Cn1c(SCC(=O)NC2CCCCC2)nnc1-c1ccccc1O | 5% | i | 0.5 | x | x | x | x | x | x | -5% | 1.8%
C=CCN1C(c2ccc(Br)cc2)=CS/C1=C(/C#N)c1nnc(N2CCOCC2)n1-c1ccccc1 | 1% | i | 0.3 | 1.1 | 4 | -5 | 11% | 10% | -3.8% | -2% | u
CCc1sc(C(=O)NC(C)C2CCCO2)cc1Br (stereo not given) | 4% | i | 1.3 | x | x | x | x | x | x | -6% | 1.8%
COc1ccc(N2CCN(CC(O)COCc3ccccc3)CC2)cc1 (stereo not given) | -2% | i | 0.4 | 1.2 | -7 | -14 | -5% | 4% | -2.0% | -3% | -1.8%
O=C(CCCC(=O)N1CCN(c2ccc([N+](=O)[O-])cc2)CC1)c1ccccc1 | 10% | i | 0.7 | 0.9 | 11 | -4 | 6% | 8% | -3.3% | 13% | 10%
COC(=O)c1ccccc1NC(=O)Cn1cnc([N+](=O)[O-])c1 | 3% | i | 0.5 | x | x | x | x | x | x | -2% | 1.9%
CCOC(=O)c1sc(NC(=O)C2CCCO2)c(C(=O)OCC)c1C (stereo not given) | -4% | x | x | 1 | 12 | -2 | 11% | 5% | -1.8% | x | x
Clc1ccc(-c2nnc(COc3ncnc4sccc34)o2)cc1 | 0% | i | 0.8 | 0.7 | -6 | 3 | -6% | -6% | -2.8% | 9% | 11%
CC(C)(C)NC(=O)CN(C(=O)CSc1nnc(COc2ccccc2)o1)c1cccc(F)c1 | 2% | i | 4.9 | 1 | 4 | 5 | -2% | -6% | -6.9% | 0% | 0.5%
Cc1ccccc1N(C)S(=O)(=O)c1nnc(NC(=O)c2ccccc2F)s1 | -2% | i | 1.5 | x | x | x | x | x | x | 5% | 19%
CN(C)c1ccc(C(=O)Nc2cc(C(F)(F)F)ccc2-n2cncn2)cc1 | -6% | i | 1.3 | 0.9 | -7 | -19 | -2% | -9% | 0.3% | 3% | 1.1%
Cc1ccc(-n2c(=O)c3c4c(sc3n3c(=S)[nH]nc23)CCC4)cc1 | -3% | i | 0.1 | x | x | x | x | x | x | -5% | 4.0%
O=C(NCCc1ccccc1)C1CCCN(S(=O)(=O)c2cccnc2)C1 (stereo not given) | -3% | i | 1.6 | 1.1 | -2 | 17 | 3% | -2% | -2.1% | 1% | 1.7%
COc1ccccc1Nc1ccc(C(=O)NCc2cccs2)cn1 | 0% | i | 0.5 | 1 | 6 | 4 | 0% | -8% | -8.8% | 4% | -0.2%
CC1CC(C)(C)NC(=S)N1CC(=O)NCc1ccc2c(c1)OCO2 (stereo not given) | 5% | i | 0.4 | 1 | -4 | 12 | -1% | 3% | -7.0% | 4% | -1.4%
C=C(C)c1cccc(C(C)(C)NC(=O)Nc2cccnc2)c1 | -1% | i | 0.5 | x | x | x | x | x | x | -1% | 10%
O=C(Cc1ccccc1)NS(=O)(=O)c1ccc(N=NN2CCOCC2)cc1 | 2% | i | 0.4 | 1 | -10 | -7 | -3% | -11% | -0.2% | 0% | -0.7%
COc1cccc(CNC(=O)CCS(=O)(=O)c2ccc3c(c2)NC(=O)C(C)S3)c1 (stereo not given) | 18% | u | x | x | x | x | x | x | x | -2% | 2.0%
O=S(=O)(NC1CCCC1)c1ccc(S(=O)(=O)NC2CCCC2)cc1 | 1% | i | 7.5 | 1 | -12 | 8 | 1% | 3% | 1.5% | -5% | 2.3%
O=C(N/N=C/c1ccncc1)c1ccccn1 | -1% | i | 0.2 | x | x | x | x | x | x | 3% | 3.4%
O=C(O)CN1C(c2ccccc2)=Nc2ccc(Br)cc2C1c1ccccc1 (stereo not given) | -4% | i | 0.0 | 1.1 | -7 | -11 | x | x | -0.8% | -1% | -0.4%
Nn1c(SCC(=O)N2CCCc3ccccc32)nnc1-c1ccc(Cl)cc1 | 2% | i | 0.9 | 1.2 | -2 | -4 | 1% | 2% | -6.4% | -6% | 3.6%
Cc1nc(-c2cccs2)sc1C(=O)NN | 0% | i | 0.9 | x | x | x | x | x | x | -1% | 0.6%
CCN(CC)S(=O)(=O)c1ccc(NC(=O)c2ccc(N(C)S(C)(=O)=O)cc2)cc1 | 2% | i | 0.6 | 1.1 | -3 | 7 | -4% | -6% | -0.2% | 8% | 1.4%
O=C(O)CN1C(=O)/C(=C/c2cccc(Cl)c2)Oc2ccccc21 | 2% | i | 0.3 | x | x | x | x | x | x | 6% | 5.5%
CC(C)CC1(C(=O)NCCc2c[nH]c3ccccc23)C=CCN1C(=O)c1ccccc1 (stereo not given) | -1% | i | 1.2 | 1.1 | 7 | -14 | 6% | 11% | -4.7% | 4% | 1.2%
CC1CC(=O)N(CC(=O)Nc2ccc3c(c2)OCCO3)c2ccccc2S1 (stereo not given) | 8% | i | 2.9 | 1.1 | -12 | -4 | 12% | 0% | -7.6% | -2% | 0.7%
CCOc1ccc(NC(=O)c2nnn(CC(=O)Nc3ccccc3OCC)c2N)cc1 | 14% | i | 0.9 | 1.1 | 16 | 11 | 16% | 13% | 1.1% | 3% | 1.3%
CCOC(=O)CCC(NC(=O)c1cncc(O)c1)C(=O)OCC (stereo not given) | 0% | i | 0.7 | 1 | 13 | -10 | -16% | -29% | -5.3% | -6% | 0.3%
CCOC(=O)c1sc(NC(=O)C(OC(C)=O)c2ccccc2)nc1C (stereo not given) | -8% | i | 0.3 | 1.1 | 2 | -10 | 1% | 1% | 1.7% | 4% | 3.5%
Cc1ccccc1N(C(=O)c1cccs1)c1nc2ccccc2s1 | 3% | i | 0.2 | 1.1 | 2 | 2 | 7% | 9% | -4.9% | -10% | 0.4%
NC(=O)c1nsc(C(=O)N(Cc2cccnc2)C(C(=O)NCc2ccc(F)cc2)c2ccc(F)cc2)c1N (stereo not given) | 0% | i | 0.3 | x | x | x | x | x | x | 1% | 0.7%
CN(C)C(=S)SCCn1c(N)nc(N(C)C)nc1=O | -6% | i | 0.4 | x | x | x | x | x | x | 2% | 3.0%
CCCOc1ccccc1N1C(=O)CC(N(O)c2ccccc2)C1=O (stereo not given) | 2% | i | 0.6 | 1.1 | -47 | -5 | 1% | -11% | -9.9% | -6% | -0.7%
NC(=O)C1CC(O)CN1c1nc(CN2CCOCC2)nc2scc(-c3ccccc3)c12 (stereo not given) | -2% | i | 1.0 | 1.1 | -16 | -16 | 8% | 4% | -4.1% | -6% | 0.0%
COc1ccc(/C=C2\SC(c3ccc(C)cc3)=NC2=O)cc1OC | 9% | i | 1.1 | 1 | 6 | 31 | 7% | -3% | -4.1% | 0% | -0.5%
CCC(=O)NC(=S)NNC(=O)c1ccc([N+](=O)[O-])cc1 | -2% | i | 0.4 | 1.1 | -11 | -11 | 25% | 6% | -4.2% | -7% | 0.9%
CCCCN(CC(=O)Nc1c(C)cccc1CC)C(=O)SCC | 1% | i | 2.1 | 1 | -1 | 10 | 0% | -6% | -3.7% | 4% | 0.8%
CCOc1ccc(OCc2ccc(C(=O)NCc3cccnc3)o2)cc1 | 2% | i | 0.5 | 1.1 | 7 | 22 | -4% | -6% | 1.0% | -1% | -0.2%
O=C(Nc1ccc(N2CCN(C(=O)c3ccco3)CC2)c(Cl)c1)c1c(F)c(F)c(F)c(F)c1F | 2% | i | 0.0 | 1 | 17 | 18 | 10% | 15% | -2.9% | 0% | 12%

For reference, six of the compounds above.
SMILES | Siah-1 displacement | Myeloid diff 2 | Myeloid diff 2 GFP+ MAC1+ % | TNAP activators | WT yeast gro inh | WT yeast gro inh mutant strain | human PMI inhibition | PMI inhibition | XIAP antagonists | Salmonella PhoP GFP | RSV antiviral HEp-2
Cc1ccc(C(C)(C)C)c(SCC(=O)Nc2nnc(C)s2)c1 | 11% | i | 0.5 | x | x | x | x | x | x | -2% | 2.3%
CC(=O)c1cccc(N2C(=NC(=O)CCc3ccccc3)SC3CS(=O)(=O)CC32)c1 (stereo not given) | -4% | i | 0.4 | x | x | x | x | x | x | 4% | 0.6%
COC(=O)c1ccc(CSc2nncn2N)cc1 | 1% | i | 0.5 | 1.1 | -25 | 6 | 6% | 5% | -7.7% | -7% | -1.5%
O=C(O)c1ccc(S(=O)(=O)c2ccc3c(c2)C(=O)N(c2ccc(Br)cc2)C3=O)cc1 | 7% | i | 0.5 | x | x | x | x | x | x | -1% | 1.1%
CCOC(=O)Nc1ccc2c(c1)N(C(=O)CCN1CCN(CCO)CC1)c1ccccc1CC2 | 4% | i | 0.5 | 1.1 | x | x | -10% | -20% | -3.5% | 5% | -1.4%
COc1ccccc1N1C(N)=NC(N)=NC12CCCCC2 | 1% | i | 0.3 | x | x | x | x | x | x | -6% | 1.3%
